# S3 lipid droplet: qHTS Assay for Lipid Storage Modulators in Drosophila S3 Cells. AID 2685. Drosophila S3 cells, BODIPY lipid droplet fluorescence, 18-24 h; cells fed with added oleic acid. 0.64% of 320,000 active. lipid storage change, negative = inhibition, % at the top dose, mostly 46.1 µM; hits show Potency in µM; active = well fitted inhibition curve with a large enough effect in the signal ratio, with a control signal flat, not every such curve was filed as active; inconclusive = small, poorly fitted or top-dose-only effect, or effect the other way, or a change in a side signal; the % refers to the signal ratio
#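 Drosophila S3 cells got compounds at several concentrations plus oleic acid (400 uM solution). Laser-scanning cytometry with 488 nm excitation read lipid droplets at 500-530 nm and cells at 575-640 nm. Percent activity was relative to 20 uM Triacsin C.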
# S3 lipid droplet cell count max: further read-out of S3 lipid droplet, marked with its call; cell number change, %; measured here: cell count max response;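 cells counted by Cell Tracker Red CMTPX staining in the red channel; peak over a dose series mostly up to 46.1 µM; percent activity relative to internal control wells on each plate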
# Starred values were filed as active, the others as inactive; i = inactive; ? = inconclusive; . = not tested or not shown. % is set by controls: 0 for no effect and ±100 for the full control effect; potency is the fitted concentration of half-maximal effect.
# The opening 19 compounds as a preview:
SMILES,S3 lipid droplet,S3 lipid droplet cell count max
Cc1ccc(N)c(C(=O)c2ccccc2)c1,-10%,-2
Cc1cc(NC(=O)CCl)no1,?,.
OC(CN1CCC(c2c[nH]c3ccccc23)CC1)C(F)(F)F (configuration not stated),?,.
Cc1ccccc1C(O)(Cc1ccccc1)C1CN2CCC1CC2 (configuration not stated),?,.
O=C(Cc1cc(=O)[nH]c(=O)[nH]1)N1CCN(CCO)CC1,-1%,8
CCOc1ccc(NC(=O)N2C[C@H]3C[C@@H](C2)c2cccc(=O)n2C3)cc1,-15%,19
COC(=O)C1=C(c2c(C)noc2C)C[C@@H]2CC[C@H]1N2C(=O)N1CCOCC1,3%,-10
CN(C)c1cc[n+](CC(O)C[n+]2ccc(N(C)C)cc2)cc1,?,.
CC(C)n1c(=O)c(C=Nc2ccc(S(N)(=O)=O)cc2)c(O)n(Cc2ccco2)c1=O,17%,11
C/C(=N\NC(=O)c1ccccc1O)c1c(O)n(Cc2ccccc2)c(=O)[nH]c1=O,?,.
COc1cccc(-c2nc(CS(=O)CC(=O)N3CCC4(CC3)OCCO4)c(C)o2)c1 (configuration not stated),-1%,-17
COc1ccccc1CCNCc1ccc(OC)c(OC)c1OC,-8%,-8
COc1ccc(OC)c(CN2CCN(C(=O)COc3cccc(C)c3)CC2)c1,?,.
C[C@@H]1CN(C2CCC(C#N)(c3ccc(F)cc3)CC2)CC[C@]1(C(=O)O)c1ccccc1 (some centres not stated),9%,0
CC(C)OC12Oc3ccccc3C=C1N1CCC2CC1 (configuration not stated),?,.
CCC(C)C12CN3CCN(CC(C)(C3)C1O)C2 (configuration not stated),?,.
CC1=NN(c2ccccc2)C(=O)C1/C=C1\C(=O)NC(=O)N(c2cc(C)cc(C)c2)C1=O (configuration not stated),6%,16
O=C(NC1CC1)c1cn(Cc2ccccc2)nc1-c1ccccc1,-16%,0
Cc1ccc(-c2ccc(=O)n(CC(=O)N3CCC4(CC3)OCCO4)n2)cc1,0%,1

# Results, previewed entries included:
SMILES,S3 lipid droplet,S3 lipid droplet cell count max
Cc1ccc(N)c(C(=O)c2ccccc2)c1,-10%,-2
Cc1cc(NC(=O)CCl)no1,?,.
OC(CN1CCC(c2c[nH]c3ccccc23)CC1)C(F)(F)F (configuration not stated),?,.
Cc1ccccc1C(O)(Cc1ccccc1)C1CN2CCC1CC2 (configuration not stated),?,.
O=C(Cc1cc(=O)[nH]c(=O)[nH]1)N1CCN(CCO)CC1,-1%,8
CCOc1ccc(NC(=O)N2C[C@H]3C[C@@H](C2)c2cccc(=O)n2C3)cc1,-15%,19
COC(=O)C1=C(c2c(C)noc2C)C[C@@H]2CC[C@H]1N2C(=O)N1CCOCC1,3%,-10
CN(C)c1cc[n+](CC(O)C[n+]2ccc(N(C)C)cc2)cc1,?,.
CC(C)n1c(=O)c(C=Nc2ccc(S(N)(=O)=O)cc2)c(O)n(Cc2ccco2)c1=O,17%,11
C/C(=N\NC(=O)c1ccccc1O)c1c(O)n(Cc2ccccc2)c(=O)[nH]c1=O,?,.
COc1cccc(-c2nc(CS(=O)CC(=O)N3CCC4(CC3)OCCO4)c(C)o2)c1 (configuration not stated),-1%,-17
COc1ccccc1CCNCc1ccc(OC)c(OC)c1OC,-8%,-8
COc1ccc(OC)c(CN2CCN(C(=O)COc3cccc(C)c3)CC2)c1,?,.
C[C@@H]1CN(C2CCC(C#N)(c3ccc(F)cc3)CC2)CC[C@]1(C(=O)O)c1ccccc1 (some centres not stated),9%,0
CC(C)OC12Oc3ccccc3C=C1N1CCC2CC1 (configuration not stated),?,.
CCC(C)C12CN3CCN(CC(C)(C3)C1O)C2 (configuration not stated),?,.
CC1=NN(c2ccccc2)C(=O)C1/C=C1\C(=O)NC(=O)N(c2cc(C)cc(C)c2)C1=O (configuration not stated),6%,16
O=C(NC1CC1)c1cn(Cc2ccccc2)nc1-c1ccccc1,-16%,0
Cc1ccc(-c2ccc(=O)n(CC(=O)N3CCC4(CC3)OCCO4)n2)cc1,0%,1
Cn1ncnc2c(=O)n(C)c(=O)nc1-2,?,.
O=c1c2ccccc2nc(/C=C/c2ccc3c(c2)OCO3)n1-c1ccccc1,3%,-15
COC(=O)C1C2c3ccccc3C(c3ccccc32)C1C(=O)OC (configuration not stated),-1%,23
CN1CCN(C(=O)COc2ccc3ccccc3c2Br)CC1,12%,1
CC(=NCCCN1CCOCC1)c1c(O)[nH]c(=O)[nH]c1=O,?,.
Cc1ccc2occ(CN3CC4CC(C3)c3cccc(=O)n3C4)c(=O)c2c1 (configuration not stated),?,.
C/C(=N\N1CCCCCC1)c1c(O)n(-c2ccc(C)cc2)c(=O)[nH]c1=O,?,.
CC1=NN=C(c2ccc(N)cc2)c2cc3c(cc2C1)OCO3,?,.
Cc1c(NC(=O)C(C)OC(=O)Cc2ccccc2)c(=O)n(-c2ccccc2)n1C (configuration not stated),-8%,-17
CN[C@@H]1C[C@@H](c2ccc(Cl)c(Cl)c2)c2ccccc21,?,.
C=CC[N+]1(C)C2CCC1CC(O)C2 (configuration not stated),1%,11
CC(Cl)(Cl)/C(=N/P(=S)(N1CCOCC1)N1CCOCC1)N1CCOCC1,?,.
CN(C)C(Cc1ccc(C#N)cc1)C(=O)c1ccccc1 (configuration not stated),16%,16
CCOc1ccccc1-n1c(O)c(C=NCc2ccc3c(c2)OCO3)c(=O)[nH]c1=O,?,.
Cc1ccc(NC(=O)CCNC(=O)N2C[C@H]3C[C@@H](C2)c2cccc(=O)n2C3)c(C)c1,?,.
C=Cn1ccnc1P(=S)(c1ccc(N(C)C)cc1)c1nccn1C=C,i,13
CCC(=NC1CC1)c1c(O)n(C2CCCCC2)c(=O)[nH]c1=O,?,.
O=[N+]([O-])c1cc(F)c(N2CCCC2)cc1N1CCNCC1,8%,8
c1ccc(C2N3CCCN23)cc1 (configuration not stated),?,.
COc1cc2c(cc1OC)[C@@H]1C(=O)c3ccc4c(c3O[C@@H]1CO2)C[C@H](C(C)C)O4,?,.
Cc1ncc([N+](=O)[O-])n1CCOc1nonc1N,?,.
C[C@@]1([C@@H](NP(=O)(c2ccccc2)c2ccccc2)c2ccccc2)C[C@H]1CCO,?,.
C=CCN1C(=O)C2(C(C(=O)OCC)=C(N)Oc3c2c(=O)oc2ccccc32)c2ccccc21 (configuration not stated),i,.
NC(=O)CS(=O)C(c1ccccc1)c1ccccc1 (configuration not stated),7%,15
CCCS(=O)(=O)N1CCCC(C(=O)N2CCC3(CC2)OCCO3)C1 (configuration not stated),?,.
Cn1cc[n+](C)c1P(=S)(c1ccccc1)c1ccccc1,?,.
N#CCCn1cc(C(=O)Nc2ccc(F)cc2)c(-c2ccccc2)n1,1%,1
O=C(COC(=O)Cc1ccccc1)NC12CC3CC(CC(C3)C1)C2,1%,2
Cc1ccccc1-n1c(C)nc2ccccc2c1=O,14%,13
CCN(CC)CCCN=Cc1c(O)n(-c2cccc(C)c2C)c(=O)[nH]c1=O,?,.
COC(=O)c1c(C)n(Cc2ccccc2)c2ccc(O)cc12,?,.
O=C(O)c1nn(Cc2ccc(Cl)cc2Cl)c2ccccc12,?,.
CC1=CC2/C=C(\C)CCC(O)C(O)/C=C/C(=O)C23C(=O)NC(CC(C)C)C3C1C (configuration not stated),?,.
CN1CCN(c2ccc(C(F)(F)F)cc2N)CC1,1%,11
O=C(N=Nc1c(O)[nH]c(=O)[nH]c1=O)C1COc2ccccc2O1 (configuration not stated),?,.
CC1(C)CC(=O)C=C(NCCN2CCN(C(=O)Cc3ccc(Cl)cc3)CC2)C1,16%,-17
Clc1cc(Cl)c(Cl)cc1Cl,?,.
Cc1oc2ccc(OC(=O)N3CCOCC3)cc2c1C(=O)OC(C)C,?,.
CCOP(=O)(OCC)c1cccc(OP(=O)(c2cccc([N+](=O)[O-])c2)c2cccc([N+](=O)[O-])c2)c1,-26%,.
Cn1c(O)c(C=NCCCN2CCCC2=O)c(=O)n(C)c1=O,?,.
COc1cccc(C(=O)C2CCCN(Cc3ccccn3)C2)c1 (configuration not stated),5%,2

# Later entries:
SMILES,S3 lipid droplet,S3 lipid droplet cell count max
CCOc1cc(CNC(C)C(O)c2ccccc2)cc(Cl)c1OCC (configuration not stated),?,.
CC1CCCN(C(=O)CN2C3CCC2CC(O)(c2ccc(F)cc2)C3)C1 (configuration not stated),2%,3
Cc1ccc(N2C(=O)NC(=O)C3(Cc4ccccc4N4CCCC43)C2=O)cc1 (configuration not stated),6%,7
CCCc1nc2ccccc2c(=O)n1-c1ccc(O)cc1,9%,10
CCC(=NCc1cccnc1)c1c(O)n(C2CCCCC2)c(=O)[nH]c1=O,?,.
Cc1nc2cc(-c3ccccc3)nn2c(C)c1CCC(=O)N1CCC2(CC1)OCCO2,?,.
CCOP(=O)(OCC)C1(C(=O)O)CCCC1,-9%,-7
COc1cccc(OC)c1CN1CCCC(C(=O)c2cccc(Cl)c2)C1 (configuration not stated),-12%,16
CCCn1cc(C(=O)O)cn1,?,.
CCC1(c2cccc(O)c2)CCCCN(C)C1 (configuration not stated),?,.
COc1ccc2ccc(O)c(CN3CC=C(c4ccccc4)CC3)c2c1,-22%,14
NS(=O)(=O)c1ccc(N=Cc2c(O)n(-c3ccccc3)c(=O)[nH]c2=O)cc1,?,.
O=C(Nc1ccc2c(c1)OCO2)c1cn(Cc2ccc(F)cc2)nn1,6%,10
CCCC(=O)c1cc(CP(=O)(OCC)OCC)oc1C,9%,25
C[C@@H]1O[C@@H](O[C@@H]2C=C3CCC4C(CC[C@]5(C)[C@@H](c6ccc(=O)oc6)CC[C@]45O)[C@@]3(C)CC2)[C@H](O)[C@H](O)[C@H]1O (some centres not stated),-3%,-3
Nc1c(C(=O)NCCN2CCOCC2)c2nc3ccccc3nc2n1Cc1ccco1,?,.
Cc1ccc(N)c(C)c1,?,.
COc1cccc(N=Cc2c(O)n(Cc3ccco3)c(=O)[nH]c2=O)c1,?,.
CCOc1ccc(C(=O)OC2CC3CCC(C2)N3C)cc1 (configuration not stated),0%,-15
COc1ccccc1N1CCN(C(CNC(=O)Oc2ccccc2)c2cccnc2)CC1 (configuration not stated),24%,2
NCCCN1CCN(c2ccccc2)CC1,3%,16
CCc1c(C)nc(N)nc1N1N=C1SCC(=O)OC,?,.
CC(=O)OC(C)(C)/C=C/C(=O)[C@](C)(O)[C@H]1[C@H](O)C[C@@]2(C)[C@@H]3CC=C4[C@H](C[C@H](O)C(=O)C4(C)C)[C@]3(C)C(=O)C[C@]12C,?,.
O=C(Oc1ccc2ccccc2c1Cl)N1CCCC1,?,.
O=C(COc1ccccc1)Nc1ccc(Cl)cc1C(=O)c1ccccc1,?,.
Cc1cc(OC(C)C(=O)NCC(O)c2ccccc2)c2c3c(c(=O)oc2c1)CCC3 (configuration not stated),i,.
C[C@]12CC[C@H]3[C@@H](CCC4=CC(=O)CC[C@@]43O)[C@@H]1CCC2=O,?,.
CC1CN(CCc2ccccc2)CC(C)O1 (configuration not stated),-5%,-5
COc1ccc(S(=O)(=O)NC(CC(=O)N2CCC3(CC2)OCCO3)C(C)C)cc1 (configuration not stated),?,.
C=C1CC[C@@]2(O)[C@H]3Cc4ccc(O)c5c4[C@@]2(CCN3CC2CC2)[C@H]1O5,-6%,9
COc1cc(C(=O)Nc2ccc(Br)cc2C(=O)c2ccccc2Cl)cc(OC)c1OC,?,.
COC(=O)C1C(O)C(C)C(O)C(C)/C=C\C=C(/C)C(=O)Nc2c(C)c(OC(C)=O)c3c(c2O)C(=O)C(C)=C2OCOC(=C23)/C(C)=C/C(C)(O)C(O)C(C)C1O (configuration not stated),0%,13

# Reformatted: entries from further up.
> COc1cc2c(cc1OC)[C@@H]1C(=O)c3ccc4c(c3O[C@@H]1CO2)C[C@H](C(C)C)O4
  S3 lipid droplet = ?
  S3 lipid droplet cell count max = .
> Cc1ncc([N+](=O)[O-])n1CCOc1nonc1N
  S3 lipid droplet = ?
  S3 lipid droplet cell count max = .
> C[C@@]1([C@@H](NP(=O)(c2ccccc2)c2ccccc2)c2ccccc2)C[C@H]1CCO
  S3 lipid droplet = ?
  S3 lipid droplet cell count max = .

# Source: PubChem (National Center for Advancing Translational Sciences (NCATS))

# An excerpt; the hit share may differ from the screen's.
